Shiga toxin inh: Shiga toxin inhibition; Vero cells, Shiga toxin protein synthesis inhibition reporter; inhibition, % at 38.7 µM; 290,000 tested, 9.2% active; in the data active = inhibition mostly above about 28%, no sharp cut-off; inactive = mostly below about 43%; note: 0% is about no effect
Pf growth 96h: inhibits malaria parasite growth, 96 h; P. falciparum luciferase reporter growth, 96 h; 320,000 tested, 6.9% active; Potency, µM (titrated, usually from 28.7 µM), for the others: top-dose activity change, negative = inhibition, most hits filed as inhibitors; note: potency is the fitted concentration of half-maximal effect; % is set by controls: 0 for no effect and ±100 for the full control effect
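Erythrocytes infected with luciferase-expressing P. falciparum were dispensed at 2% hematocrit and 0.05% parasitemia (final), then incubated with compounds 96 hours at 37 C in 5% CO2. Luminescence after detection reagent addition reported growth.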
LmPK inhibitor: inhibitors of Leishmania mexicana pyruvate kinase; Q27686; purified LmPK, Kinase-Glo ATP luminescence, 1 h; Potency, µM (highest dose often 57.5 µM), inactives show at the highest dose activity change, negative = inhibition, most hits filed as inhibitors; 290,000 tested, 0.37% active; AID 1721; note: potency is the fitted concentration of half-maximal effect; % is set by controls: 0 for no effect and ±100 for the full control effect
Target sequence (Q27686 whole entry, looked up): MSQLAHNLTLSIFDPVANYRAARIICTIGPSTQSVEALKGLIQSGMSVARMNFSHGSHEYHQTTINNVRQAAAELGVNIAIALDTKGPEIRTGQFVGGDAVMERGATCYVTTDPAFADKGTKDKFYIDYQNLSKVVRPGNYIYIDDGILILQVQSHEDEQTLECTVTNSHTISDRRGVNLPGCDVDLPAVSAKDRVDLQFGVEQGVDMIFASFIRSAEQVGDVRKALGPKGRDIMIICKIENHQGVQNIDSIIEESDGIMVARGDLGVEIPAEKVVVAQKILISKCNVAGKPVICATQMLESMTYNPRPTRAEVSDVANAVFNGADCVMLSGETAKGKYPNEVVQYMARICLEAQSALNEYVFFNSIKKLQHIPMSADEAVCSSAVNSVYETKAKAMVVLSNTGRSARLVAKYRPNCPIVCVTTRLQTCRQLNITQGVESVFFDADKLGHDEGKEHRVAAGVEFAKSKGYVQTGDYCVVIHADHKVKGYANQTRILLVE
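Purified LmPK (0.1 nM) converted ADP (0.1 mM) to ATP with PEP (0.5 mM) in imidazole buffer pH 7.2 with KCl and MgCl2, 1 h at room temperature. ATP was read by Kinase-Glo luminescence; data normalized to uninhibited and no-enzyme controls.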
Cycloheximide cs: counter-screen for Shiga toxin inhibitors: cycloheximide protein synthesis inhibition; max response, %; cell reporter, cycloheximide protein synthesis inhibition counterscreen; 300,000 tested, 12% active; in the data active = max response mostly above about 13%, no sharp cut-off; inactive = mostly below about 14%; note: read at 38.3 µM for the half of the compounds with a filed dose; 0% is about no effect
TbPYK inhibitor: inhibitors of Trypanosoma brucei pyruvate kinase. Q57TT1. TbPYK enzyme, Kinase-Glo Plus ATP luminescence, 45 min. Potency, µM (doses to about 76.8 µM), without a hit: top-dose activity, negative = inhibition, hits mostly inhibitors. 410,000 tested, 0.12% active. AID 624173; note: potency is the fitted concentration of half-maximal effect; % is set by controls: 0 for no effect and ±100 for the full control effect; nearly all actives have a fitted effect of over 50% in size
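Readout: single end-point luminescence (Kinase-Glo Plus, 10 min). Reaction conditions were TbPYK/substrate plus 130 uM ADP, 45 min at RT, pH 7.2 TEA buffer. No-enzyme wells served as controls, and data were normalized before concentration-response fitting.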
Pf growth 48h: P. falciparum growth inhibition at 48 hours (one generation) | Potency, µM (series often up to 28.7 µM), inactives show at the top dose activity change, negative = inhibition, usual class: inhibitors | P. falciparum luciferase growth in erythrocytes, 48 h | 310,000 tested, 5.9% active; note: potency is the fitted concentration of half-maximal effect; % is set by controls: 0 for no effect and ±100 for the full control effect
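Luminescence readout; reporter = integrated firefly luciferase in P. falciparum. RBC culture at 2% hematocrit, 0.1% parasitemia final, 37 C/5% CO2; decreased signal taken as growth inhibition.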
HCV inh: HCV inhibition. Potency, µM (series often up to 41.8 µM), for the others: top-dose activity change, negative = inhibition, hits mostly inhibitors. Huh7.5.1 HCVcc-Cre infection, luciferase reporter, 44 h. 340,000 tested, 3.4% active; note: potency is the fitted concentration of half-maximal effect; % is set by controls: 0 for no effect and ±100 for the full control effect
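Cells seeded at 1,000/well and cultured 4 h, then compounds added followed by HCVcc-Cre virus (~0.5 moi). After 44 h further culture, luciferase substrate was added, plates held 15 min at room temperature, and luminescence read for 15 sec.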
An asterisk follows results filed as active; ? = inconclusive; . = no result given; & = joins results of further samples; [ ] = dose if it differs, or a comment. Unless noted, calls come from the whole dose curve; as a rule, active = well fitted curve in the direction sought with a large enough effect; inconclusive = small, poorly fitted or top-dose-only effect, or another doubt; inactive = no such curve, though single readings can be large; an effect the other way counts as inactive or inconclusive.

SMILES	Shiga toxin inh	Pf growth 96h	LmPK inhibitor	Cycloheximide cs	TbPYK inhibitor	Pf growth 48h	HCV inh
COc1ccc(NC(=O)CSc2nccn2Cc2ccco2)cc1	123.8*	-7.4%	-2.4%	56.2*	1.7%	104.6%[activator]	15.0%
CCCCn1c(=O)[nH]c(=O)c2c1nc(-c1ccncc1)n2CCOC	18.1	21.2%	-3.6%	-2.1	-0.7%	?	?
Cc1ncc([N+](=O)[O-])n1Cc1cccc2ccccc12	-3.0	3.4%	2.8%	-0.3	-1.7%	27.5%	18.4%
Cc1ccc(NC(=O)CN(C)C(=O)c2ccc(COc3ccccc3)cc2)cc1	.	7.2%	.	.	-4.1%	-22.9%	?
CCc1cccc(CC)c1N(COC)C(=O)Cn1nnc2ccccc21	-4.2	?	4.4%	-1.4	-6.7%	?	-9.7%
Cc1ccsc1/C=N/Nc1nc(=O)[nH]nc1C	111.8*	-6.8%	?	34.1*	?	?	?
O=C(Nc1ccccc1)N1CCCC1	-1.4	0.0%	3.7%	-2.8	4.4%	.	0.7%
CCn1c(NC(=O)Nc2ccccc2OC)nc2ccccc21	8.1	-6.8%	0.8%	1.2	4.2%	19.6%	3.7%
Cc1cnc(C(=O)OCC(=O)N2c3ccccc3CC2C)cn1 (stereo unspecified)	2.1	11.8%	-5.4%	-1.4	4.0%	-11.8%	7.3%
NC(=O)C1CCCN(C(=O)c2cccc(S(=O)(=O)N(Cc3ccccc3)c3ccccc3)c2)C1 (stereo unspecified)	.	?	.	.	0.7%	?	3.2%
O=C(NCc1ccccc1)c1cc(=O)[nH]c2ccccc12	-8.6	-11.5%	-1.7%	-2.5	5.0%	.	18.5%
O=C1/C(=C/c2cccs2)N=C(c2cccs2)N1Nc1ccccc1	3.0	.	-0.5%	5.8	-0.3%	20.1%	14.1µM*
COCCCNC(NC(=O)c1ccc(OC)cc1)C(Cl)(Cl)Cl (stereo unspecified)	1.0	44.8%[activator]	-1.9%	-1.4	1.5%	5.5%	-1.0%
COCCNc1nnc(SCC(=O)Nc2nnc(-c3ccccc3)o2)s1	.	0.0%	.	.	3.2%	20.4%	30.2%[activator]
Cc1ccc(-c2nc(NCC3CCCO3)sc2C)cc1 (stereo unspecified)	68.8*	?	-0.6%	32.3*	-25.4%	?	-3.4%
CCOc1ccc(NC(=O)c2ccco2)c([N+](=O)[O-])c1	39.9*	0.586µM*	-1.4%	66.4*	-12.8%	199.6%[activator]	2.0%
COc1ccc(NC(=O)CCNC(=O)c2ccc([N+](=O)[O-])cc2)cc1S(=O)(=O)N1CCCCC1	.	-22.3%	.	.	2.3%	?	?
CCOC(=O)C1CCN(C(=O)COC(=O)CSc2ccc(C(N)=O)cc2[N+](=O)[O-])CC1	9.2	43.2%[activator]	1.6%	-3.3	-8.2%	29.2%	23.3%
Cc1ccc2c(Cl)cc(Cl)c(OCC(=O)Nc3ccc(C)c(S(=O)(=O)N(C)C)c3)c2n1	-12.1	-29.4%	-4.2%	-0.6	.	-14.2%	-4.1%
CCCCN1CC(=O)N2[C@H](c3ccc(Cl)cc3)[C@@H]3C(=O)N(CC)C(=O)[C@@H]3[C@]2(Cc2ccccc2)C1=O	-6.2	5.9%	-1.2%	-1.3	-1.8%	4.3%	8.2%
COc1ccc(OCC(=O)Nc2cccc(C(C)=O)c2)cc1	-9.4	25.9%	5.4%	-1.3	-54.6%	.	17.7%
O=C(N/N=C/c1cccnc1)c1cc(-c2ccccc2)nc2ccccc12	-2.8	?	0.7%	-1.8	-0.3%	.	-7.1%
NC(=O)CCCn1c(C(=O)c2cc(Cl)c(N)c(Cl)c2)c2ccc(C(F)(F)F)cc2[n+]1[O-]	.	4.65µM*	.	.	-5.4%	5.86µM*	-13.2%
Cc1c(NC(=O)CCN2C(=O)c3ccccc3C2=O)c(=O)n(-c2ccccc2)n1C	30.9	-3.7%	-3.9%	36.3	-20.7%	17.5%	6.0%
Cc1ccc(/C=C/C(=O)c2ccc(O)cc2)cc1	49.3*	45.4%[activator]	-19.1%	28.4*	0.2%	127.5%[activator]	-11.6%
O=C(N/N=C/c1cn[nH]c1-c1ccccc1)c1ccco1	72.4*	-12.2%	0.4%	26.4*	-1.3%	-6.8%	-7.8%
CCCCNC(=S)NNC(=O)c1cc(-c2ccncc2)nc2ccccc12	24.1	28.3%	7.0%	19.0*	17.4%	-3.4%	-4.7%
COC(=O)c1scc(C)c1NC(=O)/C=C/C(=O)O	6.4	0.0%	-12.8%	6.9	-4.9%	7.6%	-0.8%
CCn1cc(C(=O)NCCCN2CC(C)CC(C)C2)c(=O)c2cc(S(=O)(=O)N(C)C3CCCCC3)ccc21 (stereo unspecified)	2.3	-81.6%	-3.0%	9.0	-0.2%	?	-10.9%
CC(C)c1nnc(NC(=O)CCC(=O)N2CCN(C3CCCCC3)CC2)s1	-11.1	26.1%	-6.0%	1.3	4.7%	-14.2%	14.2%
Cc1cc(-c2csc(N)n2)c(C)n1Cc1ccco1	33.3	?	-4.9%	36.5*	-27.7%	-3.0%	?
CCOC(=O)c1ccc(NC(=O)NCc2ccccn2)cc1	21.5	-7.5%	-1.5%	11.0	2.3%	-10.8%	4.6%
Cc1ccc(S(=O)(=O)N(C)CC(=O)N2CCc3ccccc32)cc1	-2.8	.	-5.7%	-3.0	-6.2%	6.4%	2.4%
CCOC(=O)c1cnn(-c2nc(CC)nc3sc4c(c23)CCC4)c1N	-5.2	2.6%	1.2%	1.7	-0.5%	?	-8.2%
CC(C)(C)C1(O)CC(C(F)(F)F)=NN1C(=O)CCCc1ccccc1 (stereo unspecified)	-8.4	-2.8%	0.1%	-1.9	-1.0%	-14.7%	-2.6%
COc1ccc(N2CCN(C(CNS(C)(=O)=O)c3ccco3)CC2)cc1 (stereo unspecified)	11.2	104.3%[activator]	-6.3%	4.5	-2.1%	38.4%[activator]	18.4%
O=C(CSc1ccccc1F)NC(=O)NCc1ccco1	-3.3	32.5%[activator]	8.9%	4.1	1.1%	-10.5%	7.5%
O=C(CN1CCN(Cc2ccc3c(c2)OCO3)CC1)N1CCc2[nH]c3ccccc3c2C1	-5.3	.	1.5%	-6.7	.	?	.
CCOc1ncccc1C(=O)OCc1ccc([N+](=O)[O-])cc1	-12.5	18.4%	-3.0%	2.1	0.5%	7.1%	1.6%
CC1CCCN(S(=O)(=O)c2ccc(NC(=O)CN3C(=O)NC(C)(c4ccccc4)C3=O)cc2)C1 (stereo unspecified)	.	-22.0%	.	.	-2.0%	?	-9.8%
COc1cc2[nH]c(=O)n(Cc3ccc(C(=O)NCCCN4CCN(C)CC4)cc3)c(=O)c2cc1OC	-6.2	-16.8%	3.4%	-4.6	-1.7%	.	9.2%
COc1ccc(NC(=O)COC(=O)c2ccc(N3CCCC3=O)cc2)cc1	.	-9.1%	.	.	1.5%	-8.3%	8.0%
CCOC(=O)CCc1c(C)nc(-n2[nH]c(C)c(CCO)c2=O)[nH]c1=O	-3.3	?	1.3%	4.7	-0.3%	?	11.6%
COc1ccccc1CNC(=O)CCS(=O)(=O)c1cccc2nonc12	8.4	.	1.7%	9.1	0.4%	.	23.7%
CC1(C)CC(NC(=O)c2ccc(Br)o2)CC(C)(C)N1	9.1	2.0%	2.5%	-4.0	2.9%	-1.4%	11.3%

Of the compounds above, four have a thiophene ring, fused or not:
SMILES	Shiga toxin inh	Pf growth 96h	LmPK inhibitor	Cycloheximide cs	TbPYK inhibitor	Pf growth 48h	HCV inh
Cc1ccsc1/C=N/Nc1nc(=O)[nH]nc1C	111.8*	-6.8%	?	34.1*	?	?	?
O=C1/C(=C/c2cccs2)N=C(c2cccs2)N1Nc1ccccc1	3.0	.	-0.5%	5.8	-0.3%	20.1%	14.1µM*
COC(=O)c1scc(C)c1NC(=O)/C=C/C(=O)O	6.4	0.0%	-12.8%	6.9	-4.9%	7.6%	-0.8%
CCOC(=O)c1cnn(-c2nc(CC)nc3sc4c(c23)CCC4)c1N	-5.2	2.6%	1.2%	1.7	-0.5%	?	-8.2%

Further entries
SMILES	Shiga toxin inh	Pf growth 96h	LmPK inhibitor	Cycloheximide cs	TbPYK inhibitor	Pf growth 48h	HCV inh
O=C(NC1CCN(Cc2ccccc2)CC1)C1CCN(S(=O)(=O)c2cccc([N+](=O)[O-])c2)CC1	-5.8	4.6%	-1.2%	-2.3	-1.2%	?	?
O=S(CC(O)COCc1ccc(Cl)cc1)c1ccccn1 (stereo unspecified)	-13.2	.	3.0%	-2.2	-0.1%	6.9%	6.2%
CCOC(=O)c1cccc(NC(=O)CCS(=O)(=O)c2cccc3nsnc23)c1	11.8	.	-0.7%	6.0	2.3%	-8.2%	5.5%&-10.8%
CC(C)(C)NC(=O)c1ccc(NC(=O)C2COc3ccccc3O2)cc1 (stereo unspecified)	11.7	?	-7.1%	0.7	?	-22.8%	?
CCOC(=O)N1CCN(C(=O)CSc2nc3c(c(=O)n2-c2ccccc2OC)SCC3)CC1	27.9	1.31µM*	0.7%	-3.2	1.4%	?	17.6%
Cc1ccc(CNC(=O)c2ccc(N3CCC4(CC3)CC(c3cccc(Br)c3)=NO4)c(NC(=O)c3cccc(C)c3)c2)cc1	.	-6.9%	.	.	-2.8%	?	-1.6%
CN(C)c1ccc(C(=O)OCc2ccc(Br)cc2)cc1	67.1*	18.3%	-0.4%	15.7	0.9%	.	-28.6%
COC(=O)c1ccccc1NC(=O)NCc1ccccn1	-8.0	3.4%	3.5%	-2.1	6.0%	?	-9.9%
CC(C)CC1NC(C(=O)O)Cc2c1[nH]c1ccccc21 (stereo unspecified)	-5.5	?	2.2%	-3.1	-8.7%	-4.2%	21.0%
CCOc1ccc(CCNC(=O)C2CCCN(S(C)(=O)=O)C2)cc1OCC (stereo unspecified)	-2.4	-3.4%	4.2%	2.3	2.2%	27.1%	0.1%
CCCC(=O)N1CCN(c2ccc(NC(=O)c3ccc([N+](=O)[O-])o3)cc2Cl)CC1	-34.5	20.8%	-5.2%	-15.9	1.2%	?	?
CC(NC(=O)CCC(=O)c1ccc(F)cc1)C1CC2CCC1C2 (stereo unspecified)	-11.6	12.0%	1.2%	-2.7	-7.8%	-5.5%	-2.6%
Cc1ccc(NC(=O)C(=O)c2c(-c3ccccc3)cc3ccccn23)cc1S(=O)(=O)N1CCOCC1	14.2	.	17.6%	-3.7	.	9.28µM*	?
Cc1cc(C(=O)NCc2ccccc2F)c2ccccc2n1	21.5	81.8%[activator]	-7.3%	-4.5	1.5%	-18.7%	-10.6%
CN(C(=O)COC(=O)c1nc(-c2ccccc2)n(-c2ccccc2)n1)C1CCS(=O)(=O)C1 (stereo unspecified)	-8.2	39.0%[activator]	8.7%	-4.0	4.9%	10.3%	11.2%
CC1CCCCC1NC(=O)CCS(=O)(=O)c1ccc2c(c1)NC(=O)CS2 (stereo unspecified)	-4.0	40.4%[activator]	-8.7%	-8.9	5.4%	-12.4%	13.5%
